# HDAC3 inh – human HDAC3 inhibition | recombinant HDAC3, fluorogenic peptide/trypsin coupled, fluorescence | inhibition, % at 8.3 µM | 320,000 compounds, 0.15% hits | O15379; in the data active = inhibition above about 26%, passing the limit was not always enough; inconclusive = no clear call, values can overlap the other calls
# hERG rescue – shields human hERG channel from block by proarrhythmic agents | AID 1511 | 310,000 compounds, 0.51% hits | activation (rescue from dofetilide block), less the hit threshold, % at 10 µM | Q12809 | CHO-hERG, FluxOR thallium flux, dofetilide IC70 present;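 active = activation above the mean of controls blocked by dofetilide plus 5 SD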;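 note: thallium influx through hERG after potassium depolarization seen as dye fluorescence rise; in these data hits start at about 4.7%; inactives centre near -7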
# ANO1 block – blocks the mouse calcium-activated chloride channel TMEM16A; Q8BHY3; HEK293 TMEM16A/YFP iodide influx fluorescence, ionomycin; normalized B-score (activity score, 25-100; higher = stronger inhibition) at 10 µM; 310,000 compounds, 1.2% hits;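 active = ratio plate-corrected score three or more library SD toward inhibition, starting fluorescence score within five deviations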;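 note: score derived from kinetic fluorescence span divided by baseline fluorescence per well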
# RGS4 inh – inhibitors of human RGS4. P49798. HEK293 M3R/RGS4 inducible, Fluo-4 calcium flux; hits give high values; triggered by carbachol at its EC20. B-score at 10 µM. 310,000 compounds, 0.45% hits. AID 463165;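 active = B-score, a plate-corrected calcium signal, over three deviations above library mean, with baseline fluorescence within five deviations of library mean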;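 note: RGS4 expression induced by doxycycline in cells with stable M3 receptor; B-score is computed from the integrated fluorescence ratio over baseline after carbachol; higher B-score means a larger calcium signal and so more RGS4 inhibition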
# Target sequence (P49798 whole entry, looked up): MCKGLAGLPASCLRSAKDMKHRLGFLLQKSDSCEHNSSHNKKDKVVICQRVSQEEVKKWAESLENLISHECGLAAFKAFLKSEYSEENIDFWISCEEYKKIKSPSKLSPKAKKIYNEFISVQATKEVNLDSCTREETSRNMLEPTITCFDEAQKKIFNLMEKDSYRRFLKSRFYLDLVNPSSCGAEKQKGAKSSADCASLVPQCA
# RGS4 act – RGS4 potentiation or activation. HEK293 M3R/inducible RGS4, carbachol calcium flux Fluo4; hits give low values. B-score at 10 µM. 310,000 compounds, 0.92% hits;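 active = B-score of the integrated calcium signal more than 4 SD below the library mean, with starting fluorescence not abnormally high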;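 note: negative B-score means reduced calcium response which marks RGS4 activation or potentiation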
#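 System – HEK293 FlpIn-TREx cells, stable M3R, doxycycline-inducible RGS4 · Reagent – ECmax carbachol challenge · Times – compound preincubation 20 min at room temperature before agonist · Technique – Fluo4 fluorescence kinetic imaging of calcium · Measure – B score of integrated Fluo4 ratio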
# TMEM16A act – mouse TMEM16A channel activation, primary screen. Q8BHY3. B-score at 10 µM. AID 623877. HEK293 TMEM16A/YFP-H148Q/I152L, iodide quench fluorescence; hits give low values. 340,000 compounds, 0.3% hits;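 active = fluorescence-ratio B-score plate-corrected deviation score at least 3 library SD below zero, with starting fluorescence score within 5 deviations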;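 note: channel opened by trigger with iodide after compound preincubation; score built on the fluorescence ratio of max minus min over baseline; more negative score means more quench and so TMEM16A activation or potentiation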
# KCNK9 block – human KCNK9 channel inhibition. 310,000 compounds, 1.2% hits. Q9NPC2. HEK293 KCNK9, FluxOR thallium flux fluorescence; hits give low values. B-score at 10 µM;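 active = ratio B-score over 3 SD below the library mean, with starting fluorescence within 5 SD of its mean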;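 note: negative B-score means less thallium flux so channel inhibition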
# Target sequence (Q9NPC2 whole entry, looked up): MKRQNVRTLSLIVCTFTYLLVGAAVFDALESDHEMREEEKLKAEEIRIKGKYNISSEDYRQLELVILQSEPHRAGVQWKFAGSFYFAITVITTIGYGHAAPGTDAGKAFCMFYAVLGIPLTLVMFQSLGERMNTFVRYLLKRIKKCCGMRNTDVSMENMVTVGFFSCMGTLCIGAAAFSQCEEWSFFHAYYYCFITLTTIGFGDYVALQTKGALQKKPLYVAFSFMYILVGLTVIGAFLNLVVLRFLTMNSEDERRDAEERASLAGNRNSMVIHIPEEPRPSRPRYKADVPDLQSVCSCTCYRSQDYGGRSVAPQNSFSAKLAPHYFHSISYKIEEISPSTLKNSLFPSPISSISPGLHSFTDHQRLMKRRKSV
# KCNQ1 pot – human KCNQ1 channel potentiation or activation | P51787 | 310,000 compounds, 0.35% hits | B-score at 10 µM | CHO-K1 KCNQ1, thallium flux FluxOR fluorescence; hits give high values;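 active = fluorescence ratio B-score, a plate-corrected score, at least three library SD, with initial intensity B-score within 5 SD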
#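 System: CHO-K1 cells stably expressing KCNQ1 / Medium: assay buffer for compound exposure, DMSO matched across wells / Reagent: thallium- and potassium-containing depolarizing buffer / Compound: one concentration, matched DMSO / Incubation: 20 min compound pretreatment at room temperature / Measured by: kinetic FluxOR fluorescence, 10 s baseline plus 110 s post-stimulus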
# KCNQ1 inh – blocks the human KCNQ1 potassium channel; 310,000 compounds, 1.3% hits; CHO-K1 KCNQ1, FluxOR thallium flux fluorescence; hits give high values; P51787; B-score at 10 µM;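 active = compounds whose thallium flux B-score, printed positive for inhibition, exceeds three library SD while starting fluorescence stays within three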;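 note: channel opened by potassium depolarization with thallium stimulus after 20 min compound exposure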
# KCNK3 block – human KCNK3 channel inhibition, primary screen; O14649; CHO-KCNK3 thallium flux, FluxOR fluorescence; hits give low values; B-score at 10 µM; 340,000 compounds, 0.84% hits; AID 602410;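 active = B-score under library mean minus 4 SD, starting fluorescence ratio at most library mean plus 5 SD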;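 note: more negative B-score means stronger inhibition of thallium flux through KCNK3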
# Target sequence (O14649 whole entry, looked up): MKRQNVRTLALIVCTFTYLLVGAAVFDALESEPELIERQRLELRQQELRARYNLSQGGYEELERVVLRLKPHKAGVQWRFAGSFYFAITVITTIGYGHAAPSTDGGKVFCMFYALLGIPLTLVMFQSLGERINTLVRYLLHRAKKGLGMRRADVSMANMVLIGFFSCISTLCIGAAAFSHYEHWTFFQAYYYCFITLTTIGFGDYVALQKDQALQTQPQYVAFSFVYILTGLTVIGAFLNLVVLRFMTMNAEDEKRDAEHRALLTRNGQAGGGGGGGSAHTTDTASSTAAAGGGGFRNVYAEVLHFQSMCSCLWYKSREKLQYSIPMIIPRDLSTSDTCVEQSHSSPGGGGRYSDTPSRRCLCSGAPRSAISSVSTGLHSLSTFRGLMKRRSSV
# SKKanGAS inh – blocks kanamycin growth of S. pyogenes SKKanGAS strain | BacTiter-Glo, 6 h | inhibition, % at 7.5 µM | 300,000 compounds, 1.3% hits;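 active = mean replicate score, as percent of positive control median, at least 50; inconclusive = mean below 50 but one replicate at or above 50; inactive = mean and every replicate below 50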;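 note: strain carries kanamycin resistance gene driven by streptokinase promoter and grows in 40 µg/ml kanamycin; loss of luminescence reflects streptokinase promoter inhibition or plain growth inhibition; 0% = median of DMSO wells and 100% = positive control at its reference dose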
# * = called active by the depositor; i = inactive; ? = inconclusive; . = no result given.
SMILES,HDAC3 inh,hERG rescue,ANO1 block,RGS4 inh,RGS4 act,TMEM16A act,KCNK9 block,KCNQ1 pot,KCNQ1 inh,KCNK3 block,SKKanGAS inh
N/C(Cc1ccc([N+](=O)[O-])cc1)=N\OC(=O)c1ccc(Br)o1,-1,-8,i,i,i,i,i,i,i,i,-1
Cc1cc(N2CCN(C)CC2)nc2ccc(NC(=S)NCCC(C)C)cc12,0,-6,i,i,i,i,i,i,i,i,3
CCCC(=O)NC(Nc1cccc(C(F)(F)F)c1)C(Cl)(Cl)Cl (configuration not stated),6,-6,i,i,i,i,-8.8*,i,8*,i,-5
CCCC(=O)c1ccc(N2CCN(C(=O)c3ccccc3Br)CC2)c(F)c1,14,-11,100*,i,i,i,i,i,i,i,8
N#CC1=C(N)OC2=C(C(=O)CCC2)C1c1cccs1 (configuration not stated),-10,-4,i,i,i,i,i,i,i,i,1
Clc1ccc(CNCC2CCCO2)c(Cl)c1 (configuration not stated),5,-6,i,i,i,i,i,i,i,i,-5
c1ccc(NCc2cccc3ccccc23)nc1,2,-4,i,i,i,i,i,i,i,i,23
CC(=O)NNC(=O)C(O)(c1ccccc1)c1ccccc1,-4,-7,i,i,i,i,i,i,i,i,-1
Cc1cccc(N(C(=O)c2snc(C(N)=O)c2N)C(C(=O)NCC2CCCO2)c2ccc(N(C)C)cc2)c1 (configuration not stated),-3,-10,i,i,i,i,i,i,i,i,3
c1ccc(-n2ncc3c2ncn2nnnc32)cc1,-4,-10,i,i,i,i,i,i,i,i,3
CCOc1cc(C(=S)N2CCOCC2)ccc1OC(=O)c1cc(OC)c(OC)c(OC)c1,4,-4,i,i,i,i,i,i,i,i,-2
COc1ccc(CN(CC2CCC(C(=O)O)CC2)C(=S)Nc2ccccc2OC)cc1 (configuration not stated),-2,-3,i,i,i,i,i,i,i,i,6
O=C(OCC(=O)N1CCc2ccccc21)c1cccc(S(=O)(=O)N2CCCc3ccccc32)c1,7,-4,i,i,i,i,i,i,i,i,-8
COc1cc2cc(C(=O)N3CCOCC3)cc(-c3ccc(C)cc3)c2cc1OC,19,-6,i,i,i,i,i,i,i,i,-2
CC(=O)N1CCN(c2ccccc2NC(=O)c2cc3ccccc3o2)CC1,.,-8,i,i,i,i,i,i,i,i,7
CC(=O)Nc1ccccc1NC(=O)COc1cccc2ccccc12,-1,-9,i,i,i,i,i,i,i,i,19
COc1cc(OC)cc(-c2nnc(NC(=O)CCS(=O)(=O)c3ccc(F)cc3)o2)c1,5,-13,i,i,i,i,i,i,i,i,?
CC1(C)CC(=O)c2sc(NC(=O)c3cccs3)nc2C1,8,-9,i,i,i,i,i,i,i,i,14
Cc1ccc(C)c(Cn2cnc3c(nnn3-c3ccc(F)cc3)c2=O)c1,2,-6,i,i,i,i,i,i,i,i,7
CC(OC(=O)c1ccc2c(c1)OCCO2)C(=O)NC1CCCCC1C (configuration not stated),.,-15,i,i,i,i,i,i,i,i,-2
COc1ccc(S(=O)(=O)N(C)C)cc1NC(=O)CSc1nc(N)cc(N)n1,2,-12,i,i,i,i,i,i,i,i,-6
C=CCN(c1ccccc1)S(=O)(=O)c1cccc(C(=O)NCC(c2cccs2)N2CCOCC2)c1 (configuration not stated),-2,-15,i,i,i,i,i,i,i,i,4
Cc1c(Cl)cccc1NC(=S)N1CCN(Cc2ccc3c(c2)OCO3)CC1,2,-8,i,i,i,i,i,i,i,i,-17
COC(=O)C1=C(C)NC(C)=C(C(=O)OC)C1c1ccc(NC(C)=O)cc1,-16,3,i,i,i,i,i,i,i,i,0
COCCn1nnnc1C(c1ccccc1OC)N1CCc2ccccc2C1 (configuration not stated),0,-1,i,i,i,i,i,i,i,i,-20
CCC(=O)/C(=C(/O)c1ccccc1)c1nc2ccccc2[nH]1,-1,-8,i,i,i,i,i,i,i,i,11
Cc1ccccc1C(=O)NNC(=O)CSc1nnc(C)n1-c1ccccc1,2,-7,i,i,i,i,i,i,i,i,-4
Cc1ccc(N2C(=O)SC(N(CC(=O)O)c3cccc(C)c3)C2=O)cc1 (configuration not stated),0,1,i,i,i,i,i,i,i,i,-2
Cn1c(=O)c2[nH]c(N/N=C(/C#N)C(N)=O)nc2n(C)c1=O,2,-9,i,i,i,.,i,i,i,.,-2
CCCC(=O)Nc1cnc(NC(=O)c2cccc(F)c2)cc1C,-1,-10,i,i,i,i,i,i,i,i,15
N#CC1(NC(=O)COC(=O)Cc2n[nH]c(=O)c3ccccc23)CCCCC1,6,-12,i,i,i,i,i,i,i,i,-3
Cc1cc(C(=O)CSc2nc3ccc(Cl)cc3[nH]2)c(C)n1CC1CCCO1 (configuration not stated),3,-17,i,i,i,i,i,i,8*,i,1
O=C(N/N=C/c1cccc([N+](=O)[O-])c1O)C(O)(c1ccccc1)c1ccccc1,7,-6,i,i,i,i,i,i,i,i,0
CCc1nnc(NC(=O)CCC(=O)NCc2ccccc2OC)s1,9,-7,i,i,i,i,i,i,i,i,-5
C[C@@H](N)C(=O)NC[C@H]1CC[C@H](C(=O)N[C@@H](Cc2ccccc2)C(=O)O)CC1,0,-7,i,i,i,i,i,i,i,i,13
O=C(O)C12CC3CC(C1)CC(n1ncc(NCc4ccccc4)c(Cl)c1=O)(C3)C2,1,-10,i,i,i,i,i,i,i,i,-12
O=C(Nc1ccc(Cl)cc1)/C(=C1\CCCN1)[N+](=O)[O-],.,-5,i,i,i,i,i,i,i,i,-2
CCC(C)NC(=O)N1c2ccccc2Sc2ccccc21 (configuration not stated),8,-4,i,i,i,i,i,i,i,i,2
CCn1c(/C=C/c2ccccc2)nc2ccccc21,-19,-13,i,i,i,i,i,i,i,i,1
NC(=O)N/N=C/c1sc(N2CCCCC2)nc1-c1cccs1,6,-11,i,i,i,i,i,i,i,i,4
O=C1CC2(CCCC2)CC(=O)N1c1ccccc1,4,-12,i,i,i,i,i,i,i,i,11
CCN(CC)c1ccc(/C=C(/C#N)C(=O)NCc2ccccc2)o1,8,-11,i,i,i,i,i,i,i,i,-5
COc1cccc(C(=O)Nc2ccccc2N2CCCC2)c1,0,-15,i,i,i,i,i,i,i,i,3
COC(=O)C(Cc1ccccc1)N1CCS(=O)(=O)CC1 (configuration not stated),3,-5,i,i,i,i,i,i,i,i,3
Cc1cc(N)ccc1S(C)(=O)=O,1,-3,i,i,i,i,i,i,i,i,-4
CCOC(=O)c1c(C)[nH]c(C(=O)OCC(=O)Nc2sccc2C(N)=O)c1C,4,-26,100*,i,i,i,i,i,i,i,26
COc1ccc(NC(=O)CC2C(=O)N(c3ccc(F)cc3)C(=S)N2NC(=O)c2ccccc2)cc1 (configuration not stated),-3,-7,i,i,i,i,i,i,i,i,0
COc1ccc2[nH]c(=S)cc(C)c2c1,8,-6,i,i,i,i,i,i,i,i,-3

# Part of the list above in a different format.
# Value order – HDAC3 inh, hERG rescue, ANO1 block, RGS4 inh, RGS4 act, TMEM16A act, KCNK9 block, KCNQ1 pot, KCNQ1 inh, KCNK3 block, SKKanGAS inh
> O=C(Nc1ccc(Cl)cc1)/C(=C1\CCCN1)[N+](=O)[O-]
→ ., -5, i, i, i, i, i, i, i, i, -2
> CCC(C)NC(=O)N1c2ccccc2Sc2ccccc21 (configuration not stated)
→ 8, -4, i, i, i, i, i, i, i, i, 2
> COc1ccc(NC(=O)CC2C(=O)N(c3ccc(F)cc3)C(=S)N2NC(=O)c2ccccc2)cc1 (configuration not stated)
→ -3, -7, i, i, i, i, i, i, i, i, 0
> NC(=O)N/N=C/c1sc(N2CCCCC2)nc1-c1cccs1
→ 6, -11, i, i, i, i, i, i, i, i, 4
> CCn1c(/C=C/c2ccccc2)nc2ccccc21
→ -19, -13, i, i, i, i, i, i, i, i, 1

# Following part
SMILES,HDAC3 inh,hERG rescue,ANO1 block,RGS4 inh,RGS4 act,TMEM16A act,KCNK9 block,KCNQ1 pot,KCNQ1 inh,KCNK3 block,SKKanGAS inh
Cc1ccccc1-n1nc2c(c1NC(=O)c1ccc(Br)o1)CSC2,?,-15,i,i,i,i,i,i,i,i,3
Cc1oc(-c2ccccc2F)nc1CS(=O)CC(=O)NCc1ccccn1 (configuration not stated),3,-4,i,i,i,i,i,i,i,i,-5
Cc1ccc(-c2cc(C(=O)NC3CCCC3)no2)cc1,-1,-6,i,i,i,i,i,i,i,i,-3
O=C(CCC(=O)N(CC(=O)NC1CCCC1)C1CCCC1)Nc1ccccn1,-1,-9,i,i,i,i,i,i,i,i,2
CCCC(c1nnnn1CC1CCCO1)N1CCN(c2ccccc2)CC1 (configuration not stated),-5,-11,i,i,i,i,i,i,i,i,0
CC1CN(S(=O)(=O)Cc2ccccc2)CC(C)O1 (configuration not stated),-3,-12,i,i,i,i,i,i,i,i,2
Cc1cccc(N2CCN(C(=O)c3ccc(CS(=O)Cc4cccc(Cl)c4)o3)CC2)c1C (configuration not stated),-2,-10,i,i,-10*,i,i,i,i,i,-1
C(=N\n1cnnc1)/c1cn(Cc2ccccc2)c2ccccc12,10,-1,i,i,i,i,i,i,i,i,-7
COc1ccc(-c2c(C)oc3c(CN4CCOCC4)c(O)ccc3c2=O)cc1,-58,-13,i,i,i,i,i,i,i,i,7
O=C(O)c1ccc(CNC(=O)C23CC4CC(CC(C4)C2)C3)cc1,-2,-1,i,i,i,i,i,i,i,i,0
COc1ccc(C(=O)NN/C(C)=C/C(=O)c2ccccc2)cc1,0,9.1*,i,i,i,i,i,i,i,i,5
COc1cc(C(=O)OCc2ccc([N+](=O)[O-])cc2)cc(OC)c1OC,-4,-4,i,i,i,i,i,i,i,i,-1
O=C(NCc1cccs1)C1CCC(=O)N1C1CCCCC1 (configuration not stated),-6,-2,i,i,i,i,i,i,i,i,-7
Cc1nnc(NC(=O)CC(CN(C)S(=O)(=O)c2ccccc2)c2ccccc2)s1 (configuration not stated),10,-12,i,i,i,i,i,i,i,i,1
C=CCN=C1SC(C)(C)C(=O)N1S(=O)(=O)c1ccc(C)cc1,-3,-6,i,i,i,i,i,i,i,i,-19
Cc1cc(CN(C)C)c(O)c(C2(C)CCCCC2)c1,8,-6,i,i,i,i,i,i,i,i,6

# This is a random part of the collection; overall some 6.3% were active at least once.
